SENP6 inh: inhibitors of human SENP6 protease; Q9GZR1; Recombinant SENP6 catalytic domain, aminoluciferin luminescence; inhibition, % at 10 µM; 330,000 tested, 1.8% active; AID 2599;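 active = inhibition above about 50% at the single tested dose, limit read from the data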;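 note: plate controls were DMSO wells with enzyme for no effect and DMSO wells lacking enzyme for full effect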
SENP7 inh: inhibitors of human SENP7 protease. 330,000 tested, 1.5% active. inhibition, % at 5 µM. Q9BQF6. AID 434973. recombinant SENP7, Z-RLRGG-aminoluciferin luminescence, 40 min;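 active = inhibition above about 50% at the single test dose, limit read from the data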;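 note: plate controls were DMSO with enzyme for no effect and no enzyme buffer wells for full effect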
Apaf1 inhib: inhibitors of human Apaf-1 apoptosome; O14727; reconstituted apoptosome caspase-3 activity, DEVD-Rh110 fluorescence; inhibition, % at 20 µM; 330,000 tested, 0.71% active; active = inhibition of at least 40% at 20 µM;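 note: plate controls were DMSO wells for no effect and DEVD-CHO caspase inhibitor wells for full effect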
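detection = Rh110 fluorescence intensity | test system = biochemical Apaf-1 apoptosome reconstitution | also added = cytochrome c and DEVD-Rh110 substrate | schedule = 30 min plus 50 min, RT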
SENP8 block-1: inhibitors of human SENP8 protease | Q96LD8 | purified SENP8, Z-RLRGG-aminoluciferin cleavage, luminescence | inhibition, % at 10 µM | 330,000 tested, 1.2% active | AID 2540; in the data active = inhibition above about 50%
Target sequence (Q96LD8 whole entry, looked up): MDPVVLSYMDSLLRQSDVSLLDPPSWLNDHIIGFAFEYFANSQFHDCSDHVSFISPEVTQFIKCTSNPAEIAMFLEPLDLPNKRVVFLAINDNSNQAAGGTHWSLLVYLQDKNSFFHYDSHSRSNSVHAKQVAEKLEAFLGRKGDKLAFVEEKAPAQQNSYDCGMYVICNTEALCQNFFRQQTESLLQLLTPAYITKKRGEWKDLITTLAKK
SENP8 block-2: SENP8 (human) protease inhibition; 360,000 tested, 0.64% active; inhibition, % at 20 µM; AID 602440; Q96LD8; recombinant SENP8, Nedd8 substrate fluorescence; in the data active = inhibition mostly above about 40%, no sharp cut-off; inactive = mostly below about 27%
UBC13 polyUb: human UBC13 polyubiquitination inhibition. P61088. UBC13 polyubiquitin chain formation, TR-FRET. inhibition, % at 20 µM. 330,000 tested, 0.47% active; in the data active = inhibition above about 45%, passing the limit was not always enough; inconclusive = no clear call, values can overlap the other calls
Target sequence (P61088 whole entry, looked up): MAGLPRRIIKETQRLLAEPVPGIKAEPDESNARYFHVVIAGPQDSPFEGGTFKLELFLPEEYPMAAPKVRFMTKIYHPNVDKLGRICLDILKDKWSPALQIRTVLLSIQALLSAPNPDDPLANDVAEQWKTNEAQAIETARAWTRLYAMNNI
SENP1 inh: SENP1 (human) catalytic domain inhibition. AID 624204. Q9P0U3. inhibition, % at 10 µM. recombinant SENP1 catalytic domain, CyPet-SUMO1-YPet FRET cleavage. 360,000 tested, 0.21% active;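 active = inhibition at least 30% at 10 µM, raw YFP signal under a set limit, fluorescence ratio 0.5 to 1.5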;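 note: 0% = enzyme with DMSO and 100% = no enzyme wells; some results filed as inactive read as strong as hits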
Target sequence (Q9P0U3 419-644 limits assumed): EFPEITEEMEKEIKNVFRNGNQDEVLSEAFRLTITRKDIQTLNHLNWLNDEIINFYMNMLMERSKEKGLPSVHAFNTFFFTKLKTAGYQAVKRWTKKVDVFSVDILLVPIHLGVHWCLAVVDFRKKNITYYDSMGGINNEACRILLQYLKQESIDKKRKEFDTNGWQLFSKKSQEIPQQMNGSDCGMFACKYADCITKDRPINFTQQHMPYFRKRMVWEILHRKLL
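Test system: hSENP1 catalytic domain, recombinant; Amount: 20 pM final SENP1 enzyme; Medium: Tris pH 8 buffer plus EDTA, NaCl, BME, BSA, NP40, catalase; Schedule: 50 min enzyme reaction, room temperature, light-protected; Technique: FRET fluorescence in CFP and YFP emission channels; Controls: no-enzyme wells low, DMSO-plus-enzyme wells high control.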
A3G deaminase: APOBEC3G (human) deaminase inhibition; recombinant A3G, ssDNA deamination FAM/TAMRA fluorescence; inhibition, % at 20 µM; AID 493012; 330,000 tested, 0.28% active;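 active = inhibition of at least 40% at 20 µM, with no more than 30% in the related APOBEC3A deaminase screen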;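 note: plate controls were DMSO wells with A3G for no effect and wells lacking A3G enzyme for full effect; some compounds called inactive have numbers as strong as hits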
Target sequence (Q9HC16 whole entry, looked up): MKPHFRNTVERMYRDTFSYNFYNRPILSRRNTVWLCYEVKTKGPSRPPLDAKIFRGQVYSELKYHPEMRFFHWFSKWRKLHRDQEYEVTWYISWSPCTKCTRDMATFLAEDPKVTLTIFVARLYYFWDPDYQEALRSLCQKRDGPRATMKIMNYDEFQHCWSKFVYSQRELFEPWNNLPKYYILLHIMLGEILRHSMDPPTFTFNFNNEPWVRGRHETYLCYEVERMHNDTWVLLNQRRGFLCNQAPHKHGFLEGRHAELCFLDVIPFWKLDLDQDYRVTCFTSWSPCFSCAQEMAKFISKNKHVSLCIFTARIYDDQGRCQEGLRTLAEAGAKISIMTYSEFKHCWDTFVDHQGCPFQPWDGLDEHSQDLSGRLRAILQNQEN
Numbers without * were called inactive; ? = inconclusive; · = no result given. Compounds were not picked by outcome; any-hit rate near 3.6%.

SMILES	SENP6 inh	SENP7 inh	Apaf1 inhib	SENP8 block-1	SENP8 block-2	UBC13 polyUb	SENP1 inh	A3G deaminase
COc1ccc2[nH]c3c(c2c1)CCN1C(=O)C(CC(=O)NCc2ccco2)C[C@H](C(=O)N2CCCCC2)[C@@]31C (stereo partly specified)	·	8	9	·	4	·	0	5
CN(C)S(=O)(=O)c1cccc(NC(=O)CSc2ncnc3ccccc23)c1	11	5	-26	-1	-34	?	-9	-3
COc1ccccc1N1CCN(/N=C/c2cc(Br)ccc2F)CC1	-5	-10	0	-7	11	0	1	-12
O=C(C[C@H]1C/C=C\CC[C@@H](Cc2ccc(F)cc2)C(=O)OC[C@H]2CCCN2C1=O)NCCO	17	6	-3	9	8	-2	1	-7
C[C@@H]1NS(=O)(=O)[C@H]2C[C@@H]3C=C[C@]2(O3)[C@H]1OC(=O)c1ccc(C(C)(C)C)cc1	-12	-8	9	-14	11	-21	1	-6
CCOC(=O)C1(Cc2cccc(Cl)c2)CCCN(C(=O)c2cc(C(C)C)nn2C)C1 (stereo unspecified)	-12	-17	23	-10	-1	-8	-1	0
Cc1ccc(C2=NN(CC(=O)NCc3ccccn3)C(=O)CC2)cc1	-9	-3	-1	-4	6	22	3	-5
Cc1ccc2c(CN(C)Cc3cccc(F)c3)cc(=O)oc2c1	-25	-3	17	-3	6	1	0	-4
O=C(NCCCN1CCCC1=O)C(=O)NCC1OCCN1S(=O)(=O)c1ccc(Br)cc1 (stereo unspecified)	13	-5	-2	0	2	6	3	-4
Cc1cc(NS(=O)(=O)c2ccccc2)n(-c2ccccc2)n1	-2	9	4	-1	16	0	-1	-1
Cc1nc2nc[nH]n2c(=O)c1NC(=O)CCc1ccccc1	-6	-3	6	-1	15	-5	4	1
CCOc1ccc(CCNC(=O)COC(=O)COc2ccc(C#N)cc2)cc1OCC	-13	-11	-7	-8	11	-13	-2	-1
CCOC(=O)C1=C(N)Oc2cc(C)n(C)c(=O)c2C1c1ccncc1 (stereo unspecified)	11	6	-4	6	20	8	-6	0
O=C(Nc1nc(-c2ccccc2)nc2ccccc12)c1ccc(F)cc1	-5	1	-13	-2	-48	16	-10	-7
CCOc1ccc(Nc2nc(Cc3nnc(SCC(=O)O)o3)cs2)cc1	-22	-7	3	-7	-11	-23	-5	-3
CCn1cc(C(=O)NCc2ccc3c(c2)OCO3)c(=O)c2cc(S(=O)(=O)N(C)C)ccc21	3	6	5	2	16	8	2	-1
O=S(=O)(Nc1cccc(-n2cnnn2)c1)c1cnc(Cl)c(Cl)c1	8	7	-8	-1	10	-1	-1	3
CCc1nn(CC(=O)N2CCC(C)CC2)c(=O)c2cccn12	-11	5	-5	3	6	0	3	-9
Cc1nn(S(=O)(=O)N(C)C)c(C)c1CN1C(=O)c2ccccc2C1=O	-12	10	-2	4	15	2	2	0
CCC(CC)NC(=O)C1CC(=O)N(CCc2ccc(F)cc2)C1 (stereo unspecified)	-24	-13	2	-11	7	-5	0	-4
CCc1ccc(N2CC(C(=O)NCc3ccc4c(c3)OCO4)CC2=O)cc1 (stereo unspecified)	-8	-7	-15	-2	18	2	1	-4
Cc1ccc(Nc2c(-c3ccco3)nc3nc(C)cc(C)n23)cc1	10	8	13	-2	-137	-3	12	2
CCC(=O)NNc1nc2c(Cl)cccc2s1	-27	1	-9	-1	4	7	0	-8
COc1cc(C(=O)Nc2sc3c(c2C(=O)O)CCC(C)C3)cc(OC)c1OC (stereo unspecified)	-12	4	10	5	-134	4	-2	-9
C[C@H](CO)N1C[C@H](C)[C@@H](CN(C)Cc2ccc(Oc3ccccc3)cc2)Oc2c(NC(=O)C3CC3)cccc2C1=O	-5	5	43*	-2	11	16	3	9

Structures above that contain two or more sulfur atoms (two):
SMILES	SENP6 inh	SENP7 inh	Apaf1 inhib	SENP8 block-1	SENP8 block-2	UBC13 polyUb	SENP1 inh	A3G deaminase
CN(C)S(=O)(=O)c1cccc(NC(=O)CSc2ncnc3ccccc23)c1	11	5	-26	-1	-34	?	-9	-3
CCOc1ccc(Nc2nc(Cc3nnc(SCC(=O)O)o3)cs2)cc1	-22	-7	3	-7	-11	-23	-5	-3

Single records (already shown). Order of values: SENP6 inh | SENP7 inh | Apaf1 inhib | SENP8 block-1 | SENP8 block-2 | UBC13 polyUb | SENP1 inh | A3G deaminase
`C[C@H](CO)N1C[C@H](C)[C@@H](CN(C)Cc2ccc(Oc3ccccc3)cc2)Oc2c(NC(=O)C3CC3)cccc2C1=O` reads -5 | 5 | 43* | -2 | 11 | 16 | 3 | 9
`Cc1nc2nc[nH]n2c(=O)c1NC(=O)CCc1ccccc1` reads -6 | -3 | 6 | -1 | 15 | -5 | 4 | 1
`O=C(Nc1nc(-c2ccccc2)nc2ccccc12)c1ccc(F)cc1` reads -5 | 1 | -13 | -2 | -48 | 16 | -10 | -7
`Cc1cc(NS(=O)(=O)c2ccccc2)n(-c2ccccc2)n1` reads -2 | 9 | 4 | -1 | 16 | 0 | -1 | -1
`Cc1nn(S(=O)(=O)N(C)C)c(C)c1CN1C(=O)c2ccccc2C1=O` reads -12 | 10 | -2 | 4 | 15 | 2 | 2 | 0

(cont.)
SMILES	SENP6 inh	SENP7 inh	Apaf1 inhib	SENP8 block-1	SENP8 block-2	UBC13 polyUb	SENP1 inh	A3G deaminase
O=C(Nn1c(O)c(C=C2N=c3ccccc3=N2)sc1=S)c1cccc(Cl)c1	2	-10	36	-9	-30	-48	-11	-9
COC(=O)c1ccc(CN(C(=O)N2CCN(C)CC2)S(=O)(=O)c2ccc(C)cc2)cc1	-3	-10	-1	-2	1	-6	0	-4
Cc1noc(NS(=O)(=O)c2ccc(NC(=O)c3nn(-c4ccccc4)ccc3=O)cc2)c1C	-29	15	8	-10	14	-7	1	-5
CCOCCCNC(=S)N1CCCC(c2nc3ccc(C)cc3[nH]2)C1 (stereo unspecified)	-7	-8	-8	-4	16	10	0	-12
O=C(NC1CCCCCC1)c1cc(-c2ccccn2)nc2ccccc12	3	0	-10	-4	9	-2	2	-6
COc1cc(S(=O)(=O)n2ccc(C)n2)ccc1Cl	8	3	-8	5	6	1	-3	-5
CCOc1c2ccc(C(=O)NC3CCCc4ccccc43)cc2nn1C (stereo unspecified)	-11	6	-2	6	-474	16	1	-8
COc1cccc(NCc2cc(=O)oc3cc(C)c(O)cc23)c1	-6	-1	11	1	14	3	3	-1
Cc1ccc(-c2cc(C(=O)NCc3ccccn3)c3ccccc3n2)cc1	-12	3	16	2	-228	11	-1	-5
O=C(O)Cn1c(=O)c2cccn2c2ccccc21	11	5	3	-1	5	3	-3	-2
CCOc1cc(/C=C2\SC(=S)N(NS(=O)(=O)c3ccc(C)cc3)C2=O)ccc1O	46	3	-3	24	35	-52	83*	-1
C(=N\N1CCOCC1)/c1nc(-c2ccccc2)n2ccccc12	-1	2	-2	5	-104	-11	4	-12
COC(=O)c1[nH]c2c(c1C)C(=O)CC(c1ccccc1)C2 (stereo unspecified)	9	11	-3	5	12	-3	0	2
Cc1nn2c(CN(C(=O)CN3CCOCC3)c3ccccc3)nnc2c2ccccc12	-2	4	-4	-1	16	3	3	7
CC(C)C[C@H](NC(=O)C1CCN(S(=O)(=O)c2ccccc2)CC1)C(=O)NCc1ccccn1	-2	-4	1	9	6	-1	2	-5
CN(CC1CCCO1)S(=O)(=O)c1ccc(C(=O)Nc2ccccc2F)cc1 (stereo unspecified)	2	8	15	0	8	0	0	3
N/C(=N\OS(=O)(=O)c1ccc(Br)cc1)c1ccncc1	-5	-15	8	-12	12	-15	2	-4
N#C/C(=C\c1ccc(Sc2nc3ccccc3[nH]2)o1)c1ccccc1	-3	8	7	-1	-29	-10	-15	-11
CC1=NN(c2cccc(C(=O)O)c2)C(=O)/C1=C\C=C/c1ccccc1	-11	6	16	1	4	-22	0	-4
Cc1cc2n(n1)SC(Nc1ccc(F)c(Cl)c1)N2 (stereo unspecified)	0	0	9	0	6	7	1	-1
Fc1cccc(CSc2ccc(-c3ccco3)nn2)c1	37	-2	3	7	3	7	1	-3
Cc1ccccc1NC(=O)c1ccc2c(c1)CCN2S(C)(=O)=O	2	2	-9	7	2	5	0	-5
CC(C)c1nnc(NC(=O)CCC(=O)N2CCN(C3CCCCC3)CC2)s1	5	3	-21	3	9	-2	2	8
CCCNC(=O)c1cc2ccccc2c(=O)o1	-1	-7	1	-16	-52	-6	-3	-5
CC(=O)Cc1nsc(NC(=O)c2ccco2)n1	3	-9	-22	8	3	-1	1	-7

In the list so far, 5 have an aryl methoxy group.
SMILES	SENP6 inh	SENP7 inh	Apaf1 inhib	SENP8 block-1	SENP8 block-2	UBC13 polyUb	SENP1 inh	A3G deaminase
COc1ccc2[nH]c3c(c2c1)CCN1C(=O)C(CC(=O)NCc2ccco2)C[C@H](C(=O)N2CCCCC2)[C@@]31C (stereo partly specified)	·	8	9	·	4	·	0	5
COc1ccccc1N1CCN(/N=C/c2cc(Br)ccc2F)CC1	-5	-10	0	-7	11	0	1	-12
COc1cc(C(=O)Nc2sc3c(c2C(=O)O)CCC(C)C3)cc(OC)c1OC (stereo unspecified)	-12	4	10	5	-134	4	-2	-9
COc1cc(S(=O)(=O)n2ccc(C)n2)ccc1Cl	8	3	-8	5	6	1	-3	-5
COc1cccc(NCc2cc(=O)oc3cc(C)c(O)cc23)c1	-6	-1	11	1	14	3	3	-1

(listing goes on)
SMILES	SENP6 inh	SENP7 inh	Apaf1 inhib	SENP8 block-1	SENP8 block-2	UBC13 polyUb	SENP1 inh	A3G deaminase
COc1ccccc1C1CCN(c2ccc([N+](=O)[O-])cn2)CC1	-3	3	11	-1	34	-1	-2	8
CCOC(=O)CN1C2=NCCN2c2ccccc21	-7	2	-9	-1	15	-2	2	-5
Cn1c(/C=C/c2ccc(Br)cc2)c([N+](=O)[O-])c(=O)n(C)c1=O	1	-3	14	-5	9	0	12	-4
Cc1cc(SCC(=O)c2cc3ccccc3o2)nc2ccccc12	-19	0	3	-9	-63	1	-23	-4
NC(=O)c1ccccc1OCC(=O)Nc1ccc2c(c1)CCC2	-1	9	9	-5	-1	14	-1	-3
COC(=O)c1nnn(CC(=O)NC(=O)Nc2cccc(Cl)c2C)c1C(=O)OC	1	-2	-8	4	2	4	1	-1
CCCCn1nnnc1NCc1ccc(OC)c(OC)c1OC	-9	-10	-15	4	15	0	1	-3
COc1ccc(/C=N/OCC(=O)N(Cc2ccccc2)c2ccccc2C(=O)O)cc1	-17	7	3	0	-7	-1	1	2
O=C(CN1CCCCCC1)N1c2ccccc2Sc2ccc(C(F)(F)F)cc21	-32	-6	11	2	-6	4	1	-12
CCc1ccccc1NC(=O)CCN1C(=O)C2C3CCC(C3)C2C1=O (stereo unspecified)	-8	3	-9	-6	10	1	-1	1
